High-throughput results as filed in PubChem BioAssay.
JMJD2C inh – blocks human GASC-1 demethylase activity; inhibition, % at 2.35 µM; 330,000 compounds, 0.069% hits; GST-JMJD2C(1-420) H3K9me3 demethylation, DELFIA europium;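 active = more than half of a compound's replicate wells show inhibition beyond 50%, single wells judged on their own value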;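 also: signal counts dimethyl H3K9 product captured on neutravidin plate; 0% = median of DMSO wells and 100% = 0.3 times that DMSO median; strong numbers were not always called active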
Target sequence (Q9H3R0 1-420 limits assumed): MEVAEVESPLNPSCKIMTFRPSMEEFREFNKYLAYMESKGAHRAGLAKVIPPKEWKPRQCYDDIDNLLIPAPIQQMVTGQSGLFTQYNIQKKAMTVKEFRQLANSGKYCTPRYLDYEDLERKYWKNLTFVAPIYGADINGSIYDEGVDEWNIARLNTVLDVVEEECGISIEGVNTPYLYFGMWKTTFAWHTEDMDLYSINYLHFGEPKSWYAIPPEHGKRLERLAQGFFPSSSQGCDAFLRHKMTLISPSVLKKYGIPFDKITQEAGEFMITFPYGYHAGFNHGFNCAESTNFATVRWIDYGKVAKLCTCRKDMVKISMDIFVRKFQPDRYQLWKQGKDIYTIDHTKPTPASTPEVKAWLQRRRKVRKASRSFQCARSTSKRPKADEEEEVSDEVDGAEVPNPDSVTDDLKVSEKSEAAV
CR mimetic SO – lowers age-related superoxide in aged yeast cells; S. cerevisiae aged cells, superoxide DHE fluorescence; active compounds read low; superoxide response (% of plate mean), % at 10 µM; 330,000 compounds, 0.18% hits;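 active = superoxide response under a set limit, about three screen SD below normal, cut at about 65% in these data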;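 also: yeast aged for seven days with compound at 30 °C before DHE staining; 100% = average MFI of all compound-treated wells on the plate with controls excluded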
Active calls of the source: *; i = inactive; / = no result given. The list is partial, so the mix of outcomes need not match the whole.

SMILES	JMJD2C inh	CR mimetic SO
O=C1c2ccc(-c3ccc(F)cc3OCc3ccccc3)cc2S(=O)(=O)c2cccc(C(=O)N3CCN(c4ncc(Br)cn4)CC3)c21	/	100
COc1cc2cnc(-c3ccsc3)cc2cc1OC	/	83
CCCCC[C@@H]1C=C(C(=O)O)[C@H](c2ccc(Br)cc2)N1S(=O)(=O)c1ccc(C)cc1	/	87
C[C@@H]1[C@H]2CCCC[C@H]2CN(C(=O)OC(C)(C)C)[C@@H]1CC(=O)c1ccccc1	/	93
Cc1ccc(S(=O)(=O)N2CCCN(S(=O)(=O)c3ccccc3Br)CC2)cc1	/	103
COc1ccc(CNC(=O)C[C@H]2C[C@H](C(=O)N3CCCCC3)[C@@]3(CCc4ccccc4)c4[nH]c5ccc(Cl)cc5c4CCN3C2=O)cc1OC	/	93
Cn1c2ccccc2c2c(=O)oc3ccccc3c21	/	105
CCN(C[C@H]1N[C@@](CC)(C(=O)OC)[C@H]2C(=O)N(C)C(=O)[C@@H]12)C(=O)NC(C)C	/	108
C[C@H]1CN([C@@H](C)CO)C(=O)c2cccc(NS(=O)(=O)c3ccc(Cl)cc3)c2O[C@@H]1CN(C)CC1CCCCC1	/	94
CC[C@]12c3[nH]c4ccc(OC)cc4c3CCN1C(=O)C(CC(=O)NCc1ccco1)C[C@@H]2C(=O)N1CCN(C(=O)c2ccco2)CC1 (stereo not given in full)	/	88
c1cncc(CNc2ncnc3ccc(-c4ccc5c(c4)OCCO5)cc23)c1	/	96
COc1ccc(/C=C(\NC(=O)c2ccc(OC)cc2)C(=O)Nc2ccc(C(=O)O)cc2)cc1	-3	91
COc1ccc(OCC(=O)OCC(=O)Nc2cc(S(=O)(=O)N3CCOCC3)ccc2Cl)cc1	1	97
COc1ccc(-c2sc3ccc(OC)cc3c2-c2ccc(O)cc2)cc1	19	101
O=S(=O)(c1ccc(F)cc1)N1CCN(CCOc2ccccc2)CC1	1	96
COc1cc2c(C#CCCO)c(-c3ccsc3)oc(=O)c2cc1OC	21	113
COc1ccc(OC)c(S(=O)(=O)N/N=C(/C)c2ccc3c(c2)OCO3)c1	-4	97
CC(=O)Nc1ccc(S(=O)(=O)N(C)CC(=O)OCC(=O)c2ccc[nH]2)cc1	7	108
C[C@H](CO)N1C[C@H](C)[C@@H](CN(C)C(=O)Nc2ccc3c(c2)OCO3)Oc2ccc(NC(=O)CCC(F)(F)F)cc2C1=O	10	100
O=C(COc1ccc(F)cc1Cl)N1CCN(C(=O)c2cccs2)CC1	-14	131

Random excerpt: five compounds from above.
SMILES	JMJD2C inh	CR mimetic SO
COc1cc2c(C#CCCO)c(-c3ccsc3)oc(=O)c2cc1OC	21	113
C[C@H](CO)N1C[C@H](C)[C@@H](CN(C)C(=O)Nc2ccc3c(c2)OCO3)Oc2ccc(NC(=O)CCC(F)(F)F)cc2C1=O	10	100
O=C(COc1ccc(F)cc1Cl)N1CCN(C(=O)c2cccs2)CC1	-14	131
CC(=O)Nc1ccc(S(=O)(=O)N(C)CC(=O)OCC(=O)c2ccc[nH]2)cc1	7	108
O=S(=O)(c1ccc(F)cc1)N1CCN(CCOc2ccccc2)CC1	1	96

The list goes on:
SMILES	JMJD2C inh	CR mimetic SO
Cc1ccc(NC(=O)COC(=O)CC2CCCC2)cc1F	1	91
CCCC[C@@H]1C=C(C(=O)O)[C@H](c2ccc(C)cc2)N1S(=O)(=O)c1ccc(C)cc1	12	101
CCCCNc1nnc(Cc2ccc(Cl)cc2)c(=O)[nH]1	3	98
COc1ccccc1CNC(=O)COC(=O)c1cccs1	-7	125
COc1ccc(O)c(CN2CCC(n3nccc3NC(=O)c3ccccc3Cl)CC2)c1	12	77
CCN(CC(=O)NCc1cccs1)C(=O)CCOc1ccccc1	-10	115
COc1cccc(-c2sc3ccc(OC)cc3c2-c2ccc(OCCN(C)C)cc2)c1	2	86
O=[N+]([O-])c1cccc(OCCN2CCC(Cc3ccccc3)CC2)c1	8	93
O=C(Cn1cnc([N+](=O)[O-])n1)c1ccccc1	10	106
COc1ccc(CN2CCN(C(=O)C3CCN(C(=O)Nc4ccccc4)CC3)CC2)cc1OC	-1	109
CCCN(CCC)S(=O)(=O)c1ccc(C(=O)N2CCN(C)CC2)cc1	9	110
C[C@H](CO)N1C[C@H](C)[C@@H](CN(C)S(=O)(=O)c2ccc(F)cc2)Oc2c(NC(=O)Nc3ccc(C(F)(F)F)cc3)cccc2C1=O	-24	110
COc1ccc([C@@H]2CC=C(C(=O)O)[C@H](c3ccc(C)cc3)N2S(=O)(=O)c2ccc(C)cc2)cc1OC	13	100
O=C(O)CCSc1nnc(SCC(=O)NC2CCS(=O)(=O)C2)s1 (stereo not given)	6	86
Cn1cccc1C(=O)OCC(=O)NCCCc1ccccc1	-2	91
Nc1[nH]c(=O)[nH]c(=O)c1N=Nc1ccc(C(=O)O)cc1	6	122
Cc1ccc(S(=O)(=O)Nc2cccc(C(=O)NCC(c3ccc(F)cc3)N3CCOCC3)c2)cc1 (stereo not given)	-15	106
CC(=O)C[C@@H](O)CC(=O)[C@H]1OC(=O)[C@@H](C)C/C=C\Cc2ccccc21	-37	99
CS(=O)(=O)c1cccc(S(=O)(=O)N2CCN(c3ccccn3)CC2)c1	1	100
Cc1ccccc1Nc1nc(N)nc(COC(=O)c2ccco2)n1	3	87
CCOC(=O)C1=C(COC(=O)C2CC(=O)N(CCc3ccccc3)C2)NC(=O)NC1C (stereo not given)	5	98
C=CCNc1nc(Cl)nc(Nc2cc(Cl)ccc2OC)n1	14	90
Nc1nc(SCC(=O)Nc2ccc(Br)cc2Br)n[nH]1	9	107
COc1cc(OC)c(C(=O)OCC(=O)Nc2ccc(S(=O)(=O)N3CCOCC3)cc2)cc1OC	-4	108
O=C1NCCOC(=O)[C@H](Cc2ccc(F)cc2)CC/C=C/C[C@H]1CC(=O)N(CCO)Cc1ccccc1	-2	89
CCCCCCn1nc(C(=O)N(CCCC)c2c(N)n(CCC)c(=O)[nH]c2=O)c2ccccc2c1=O	0	95
O=C(COC(=O)c1ccc([N+](=O)[O-])o1)NCCCc1ccccc1	-6	123
C/C(=C\c1ccc(Br)cc1)C(=O)c1c(C)cc(C)[nH]c1=O	0	103
C/C(=N/NS(=O)(=O)c1ccc(C)cc1)c1ccc2c(c1)OCO2	-2	97
O=C(Nc1cccc(F)c1)NC1CCCCCCC1	3	93
O=C(COC(=O)/C=C/c1ccc(F)cc1)NCC1CCCO1 (stereo not given)	-7	88
O=S(=O)(c1cccc(Cn2nnc(-c3ccccc3)n2)c1)N1CCOCC1	3	110
C[C@H]1CN([C@@H](C)CO)C(=O)c2cc(NS(=O)(=O)c3ccc(F)cc3)ccc2O[C@H]1CN(C)S(=O)(=O)c1cn(C)cn1	-1	89
CCCCNC(=O)N1CCc2[nH]c3ccccc3c2C1	-6	116
CC(=O)Nc1ccc(C(=O)NNC(=O)C2CC2)cc1	8	96
NNC(=O)c1oc2nc(-c3ccc(Cl)cc3)cc(-c3ccccc3)c2c1N	5	88
O=C(c1ccc(S(=O)(=O)Nc2ccccc2Cl)cc1)N1CCCC1	-2	96
CCN(CC)C(=O)c1nc[nH]c1C(=O)N1CCC(C)CC1	-13	80
O=C(Nc1ccccc1)c1nc[nH]c1C(=O)NCCCCNC(=O)c1[nH]cnc1C(=O)Nc1ccccc1	-9	102
C[C@H](CO)N1C[C@H](C)[C@H](CN(C)Cc2ccccc2)Oc2c(NC(=O)Nc3ccc(F)cc3)cccc2C1=O	-3	81

3 of the entries above in order of their number in JMJD2C inh, descending.
| Molecule | JMJD2C inh |
| --- | --- |
| O=C(c1ccc(S(=O)(=O)Nc2ccccc2Cl)cc1)N1CCCC1 | -2 |
| O=C(Nc1ccccc1)c1nc[nH]c1C(=O)NCCCCNC(=O)c1[nH]cnc1C(=O)Nc1ccccc1 | -9 |
| CCN(CC)C(=O)c1nc[nH]c1C(=O)N1CCC(C)CC1 | -13 |

Other compounds follow.
SMILES	JMJD2C inh	CR mimetic SO
C#CCOCCOCCOCCNc1nc(N2CCN(C(=O)C([C@@H](C)O)n3cc([C@@H](N)CCCCN)nn3)CC2)nc(N2CCN(C(=O)[C@H](CO)n3cc([C@@H](N)C(C)C)nn3)CC2)n1 (stereo not given in full)	3	77
Cn1nc(C(=O)OCC(=O)Nc2ccc(C(N)=O)cc2)c2ccccc2c1=O	-5	101
O=C(NCc1ccc2c(c1)OCO2)c1cc([N+](=O)[O-])ccc1N1CCOCC1	13	99
CN(C(=O)COC(=O)CCC(=O)c1ccc(F)cc1)C1CCCCC1	3	95
O=C(/C=C/c1cccc(F)c1)OCC(=O)c1ccc[nH]1	9	93
Cc1noc(C)c1NC(=O)Nc1ccc2c(c1)C(=O)N([C@H](C)CO)C[C@H](C)[C@@H](CN(C)C(=O)NC1CCCCC1)O2	36	86
COc1ccc(N2CCN(CCNC(=O)Nc3ccc([N+](=O)[O-])cc3OC)CC2)cc1	1	98
CC[C@@H]1C/C=C\Cc2ccccc2[C@@H](C(=O)C[C@H](O)CC(C)=O)OC1=O	-2	105
COc1ccccc1-c1sc2cc3c(cc2c1-c1ccc(OCCN2CCCCC2)cc1)OCO3	-5	89
O=C(c1ccc([N+](=O)[O-])o1)N1CCCCCC1	7	117
CC(=O)Nc1ccc(S(=O)(=O)c2cc(O)ccc2O)cc1	29	101
NS(=O)(=O)c1ccc(NC(=O)c2cc(-c3cc(Cl)ccc3O)n[nH]2)cc1	-3	105
CCOc1ccccc1C(=O)N[C@H](C(=O)OCc1csc(CC(=O)Nc2ccc(C)cc2)n1)C(C)C	11	110
Cc1c(C)c2ccc(O[C@@H]3O[C@H](CO)[C@H](O)[C@H](O)[C@H]3O)c(C)c2oc1=O	6	92
COC(=O)C1CCN(CC(=O)Nc2ccc3c(c2)OCCO3)CC1	-1	108
Cc1cc(C)c(S(=O)(=O)N2CCCC2=O)c(C)c1N(C)S(C)(=O)=O	29	98
COc1ccc2oc(=O)cc(CN3CCN(Cc4ccc(OC)c(OC)c4OC)CC3)c2c1	-1	113
O=C(Nc1cccc(F)c1)Nc1ccc2c(c1)OCO2	2	97
CNc1snc(C)c1C(=O)OC(C)C(=O)Nc1cccc(C)c1 (stereo not given)	-5	95
CCOc1ccc2oc(C(=O)N3CCN(c4ccccn4)CC3)c(C)c2c1	i	102
CC(C)(C)OC(=O)C[C@H]1C/C=C\C[C@@H](CC(=O)N(CCO)Cc2ccccc2)C(=O)N2CCC[C@@H]2COC1=O	9	95
C[C@@]12C(=O)Nc3ccc(Cl)cc3C(=O)N1[C@H]1c3cc(Br)ccc3OC[C@@H]1[C@@H]2c1ccccc1	34	90
COc1cc(C(=O)OCC(=O)Nc2ccc(S(=O)(=O)N3CCCC3)cc2)cc(OC)c1OC	6	95
N#CC1=C(N)Oc2cc(N)ccc2C1c1cc(Br)cs1 (stereo not given)	6	106
Cc1ccc(S(=O)(=O)N2CCOCC2)cc1NC(=O)c1ccc(F)cc1F	2	83
COC(=O)[C@]1(C)N[C@H](CN(C)C(=O)Nc2ccc(Cl)cc2)[C@@H]2C(=O)N(C)C(=O)[C@@H]21	4	100
Nc1cc(=O)[nH]c(SCC(=O)Nc2cccc(S(=O)(=O)N3CCCCCC3)c2)n1	0	98
CC(C)(C)OC(=O)C[C@H]1C/C=C\C[C@H](CC(=O)NCCO)C(=O)N2CCC[C@@H]2COC1=O	-2	89
COc1ccc(S(=O)(=O)N(C)C[C@H]2Oc3c(NC(=O)C4CCCCC4)cccc3C(=O)N([C@H](C)CO)C[C@@H]2C)cc1	18	122
Cc1ccc(C)c(NC(=O)CCOc2ccccc2)c1	2	80
COc1ccc(C(=O)NCC(=O)OCC(=O)NC23CC4CC(CC(C4)C2)C3)cc1	-6	96
COc1ccc2c(-c3cnc(N4CCOCC4)nc3)c(-c3ccc(S(C)(=O)=O)cc3)sc2c1	-2	79
Cc1cnc(C(=O)N2CCN(S(=O)(=O)c3ccc(F)c(F)c3F)CC2)cn1	3	101
COc1ccccc1C(=O)NCCC(=O)NC1CCCCCC1	3	91
CC/C(=N\NC(=O)C1CCCC1)c1cccc(Br)c1	-28	103
C=CC[C@H](CC(=O)NCCO)C(=O)N[C@H](C)COC(=O)[C@@H](CC=C)Cc1ccc(F)cc1	-3	98
O=C(NC1CCS(=O)(=O)C1)c1ccccc1Cl (stereo not given)	3	103
CC(CCN1CCOCC1)c1ccccc1 (stereo not given)	9	105
Cc1ccc(S(=O)(=O)N(C)C)cc1NC(=O)C(C)OC(=O)C1CCCCC1 (stereo not given)	-5	90
Cc1ccnc2nc(C(=O)OCC(=O)Nc3ccc4c(c3)OCCO4)nn12	-2	90

3 structures from above, sorted by molar mass, lowest first.
SMILES	JMJD2C inh	CR mimetic SO
Cc1ccc(S(=O)(=O)N(C)C)cc1NC(=O)C(C)OC(=O)C1CCCCC1 (stereo not given)	-5	90
COc1ccc(C(=O)NCC(=O)OCC(=O)NC23CC4CC(CC(C4)C2)C3)cc1	-6	96
C=CC[C@H](CC(=O)NCCO)C(=O)N[C@H](C)COC(=O)[C@@H](CC=C)Cc1ccc(F)cc1	-3	98

Going on with the list.
SMILES	JMJD2C inh	CR mimetic SO
CCCc1cc(=O)[nH]c(SCC(=O)NC2CCCCCCC2)n1	10	111
NC(=O)C1CCN(C(=O)/C(=C/c2ccccc2)NC(=O)c2ccccc2)CC1	30	107
Cc1ccc(CN(C)C(=O)c2cccc(S(=O)(=O)N3CCc4ccccc43)c2)cc1	-8	108
CCCn1nc(C(=O)OCC(=O)Nc2ccc(C(N)=O)cc2)c2ccccc2c1=O	0	106
O=C(CSc1ccccc1F)NNC(=O)c1cncc(Br)c1	9	82
C[C@H](CO)N1C[C@H](C)[C@@H](CN(C)C(=O)Nc2ccc(C(F)(F)F)cc2)Oc2ccc(NC(=O)C3CCCCC3)cc2C1=O	6	115
Cc1nc(-c2cccc(NC(=O)C(C)Oc3ccccc3)c2)cs1 (stereo not given)	-2	100
O=C(OCC(=O)N1CCN(c2ccc(F)cc2)CC1)c1cnc2ccccc2n1	6	74
Cc1ccc(C(=O)NCC(=O)N2CCN(c3cccc(Cl)c3)CC2)s1	9	110
